Rhodamine fluor: compound fluoresces in the rhodamine spectral region | Rhodamine-region fluorescence, 547/598 nm, Tris buffer; hits give high values | max dye-equivalent concentration, M | 0.05% of 59,000 active | AID 594; in the data active = max dye-equivalent concentration above about 11 nM; inconclusive = between about 1.1 nM and that limit
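Compounds in 100 mM Tris buffer, pH 8.0, were incubated 15 min at room temperature, then read at 547 nm excitation and 598 nm emission. Fluorescence was normalized against a per-plate six-point rhodamine standard curve as dye-equivalent concentration.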
BRCT inh green: BRCA1 BRCT-phosphoprotein interaction inhibition | BRCA1 BRCT-phosphopeptide binding, green fluorescence polarization | Potency, µM (series often up to 76.9 µM), without a hit: top-dose activity change, negative = inhibition, hits mostly inhibitors | 0.05% of 75,000 active | AID 875;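 also: potency is read from the fitted curve at half-maximal effect; plate controls were peptide without protein for full effect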
Target sequence (P38398 whole entry, looked up): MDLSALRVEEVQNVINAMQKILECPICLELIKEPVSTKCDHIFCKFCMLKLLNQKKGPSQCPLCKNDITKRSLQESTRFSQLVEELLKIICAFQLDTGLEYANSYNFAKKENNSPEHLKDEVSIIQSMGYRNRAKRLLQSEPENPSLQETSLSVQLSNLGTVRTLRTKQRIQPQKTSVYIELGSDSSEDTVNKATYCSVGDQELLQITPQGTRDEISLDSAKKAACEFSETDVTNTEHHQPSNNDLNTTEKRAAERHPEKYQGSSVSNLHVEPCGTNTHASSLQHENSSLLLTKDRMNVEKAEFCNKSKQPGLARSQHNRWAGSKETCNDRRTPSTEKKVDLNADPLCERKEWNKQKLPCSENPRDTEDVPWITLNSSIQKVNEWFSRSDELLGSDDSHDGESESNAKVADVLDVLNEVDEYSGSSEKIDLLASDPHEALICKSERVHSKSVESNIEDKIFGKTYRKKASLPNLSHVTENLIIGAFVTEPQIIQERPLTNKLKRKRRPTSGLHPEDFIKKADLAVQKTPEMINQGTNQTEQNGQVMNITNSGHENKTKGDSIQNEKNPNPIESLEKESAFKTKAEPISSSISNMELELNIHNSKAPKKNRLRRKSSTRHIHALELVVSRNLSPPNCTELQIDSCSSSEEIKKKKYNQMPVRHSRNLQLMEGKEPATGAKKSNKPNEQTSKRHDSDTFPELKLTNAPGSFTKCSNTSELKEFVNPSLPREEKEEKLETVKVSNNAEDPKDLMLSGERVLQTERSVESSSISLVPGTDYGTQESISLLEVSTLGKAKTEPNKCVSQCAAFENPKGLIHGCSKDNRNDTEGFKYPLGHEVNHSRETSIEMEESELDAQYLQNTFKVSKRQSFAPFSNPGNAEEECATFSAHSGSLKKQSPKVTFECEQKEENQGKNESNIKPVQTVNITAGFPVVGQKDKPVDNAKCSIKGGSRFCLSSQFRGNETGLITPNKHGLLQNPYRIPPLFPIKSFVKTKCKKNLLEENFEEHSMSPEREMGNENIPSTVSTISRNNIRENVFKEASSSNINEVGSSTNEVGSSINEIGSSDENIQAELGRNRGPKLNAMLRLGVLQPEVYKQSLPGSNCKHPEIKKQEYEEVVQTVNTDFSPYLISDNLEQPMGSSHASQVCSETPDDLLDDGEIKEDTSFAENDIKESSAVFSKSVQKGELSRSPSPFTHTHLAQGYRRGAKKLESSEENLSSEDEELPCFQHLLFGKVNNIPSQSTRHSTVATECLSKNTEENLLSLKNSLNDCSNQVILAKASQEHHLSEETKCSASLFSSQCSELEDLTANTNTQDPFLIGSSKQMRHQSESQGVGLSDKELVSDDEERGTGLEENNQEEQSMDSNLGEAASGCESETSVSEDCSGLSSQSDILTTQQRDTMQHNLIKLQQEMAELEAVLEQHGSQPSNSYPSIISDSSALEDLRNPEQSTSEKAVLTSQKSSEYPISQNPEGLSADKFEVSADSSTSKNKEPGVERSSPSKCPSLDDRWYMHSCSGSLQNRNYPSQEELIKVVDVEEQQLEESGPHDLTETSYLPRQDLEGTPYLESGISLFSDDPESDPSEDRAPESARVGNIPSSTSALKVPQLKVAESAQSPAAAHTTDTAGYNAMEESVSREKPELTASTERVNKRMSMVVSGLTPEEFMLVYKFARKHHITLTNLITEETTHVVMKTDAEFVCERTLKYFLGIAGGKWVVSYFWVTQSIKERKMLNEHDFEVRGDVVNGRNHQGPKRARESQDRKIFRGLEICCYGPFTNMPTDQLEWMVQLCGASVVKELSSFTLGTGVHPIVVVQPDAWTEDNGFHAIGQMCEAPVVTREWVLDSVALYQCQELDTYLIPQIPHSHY
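Fluorescence polarization: His-tagged BRCT (~35 kDa BRCA1 C-terminus, 250 nM) bound to 100 nM fluorescein-labeled phosphorylated 10-aa BACH1 peptide, pH 7.3 phosphate buffer with DTT and Tween 20. Compounds incubated 12 min at room temperature; inhibition read as lowered polarization.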
BRCT PPI red: disrupts BRCA1 BRCT binding to phosphoprotein, red fluorophore readout. AID 892. Potency, µM (series often up to 76.9 µM), for the others: top-dose activity change, negative = inhibition, most hits filed as inhibitors. BRCT-phosphopeptide binding, red fluorescence polarization. P38398. 0.03% of 75,000 active; also: % is scaled to controls: 0 for no effect and ±100 for the full control effect
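Rhodamine-labelled pBACH1 10-mer (100 nM) bound to BRCT domain (100 nM) at pH 7.3; compounds incubated 12 min room temperature, polarization read. Free peptide defines full inhibition; unlabelled decapeptide titrated as control.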
Tau fil binding: binders of human tau filaments; P10636; recombinant tau filaments, thioflavin S fluorescence, 15 h; filaments grown with octadecylsulfate alongside compound; Potency, µM (series often up to 57.1 µM), for inactives: at the highest dose activity change, negative = inhibition; 2% of 71,000 active;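 also: potency is read from the fitted curve at half-maximal effect; % is scaled to controls: 0 for no effect and ±100 for the full control effect; actives lower thioflavin S fluorescence by blocking filaments or displacing dye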
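His-tagged recombinant human tau (exons 2, 3, 10; 1 uM final) fibrillized with 30 uM sodium octadecylsulfate, 15 h at 37 C, in pH 7.4 HEPES buffer with 10 uM thioflavine S and 5 mM DTT. Reduced ThS fluorescence (450/510 nm) marks activity.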
HEK293 cAMP cs: parental HEK293 cAMP activation (counter-screen); parental HEK293 CNG cAMP sensor, membrane potential fluorescence; Potency, µM (series often up to 57.1 µM), for the others: at the highest dose activation, actives largely listed as activators; 2.5% of 73,000 active; AID 938; also: potency is read from the fitted curve at half-maximal effect; % of control where 0% means no effect; nearly all actives have a fitted effect of over 55% in size
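Counterscreen for endogenous-receptor signalling: CNG-channel HEK 293 cells report cAMP rise by membrane depolarization. After 60 min dye equilibration with 100 uM RO 20-1724, compounds incubated 30 min before bottom-read fluorescence at 590 nm.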
Casp7 inh: blocks human caspase-7 allosterically or competitively; P55210; recombinant caspase-7, Ac-DEVD-AFC fluorescence rate; Potency, µM (top dose mostly 57.5 µM), for inactives: at the top dose activity change, negative = inhibition, usual class: inhibitors; 0.02% of 75,000 active; active = well fitted inhibition curve with a large enough effect in the main read-out, with a control signal flat, not every such curve was filed as active; inconclusive = small, poorly fitted or top-dose-only effect, or a change in a side signal; also: potency is read from the fitted curve at half-maximal effect; % of control where 0% means no effect
15-hLO inh: inhibitors of human 15-lipoxygenase (ALOX15); purified 15hLO-1, xylenol orange hydroperoxide absorbance; Potency, µM (doses to about 57.1 µM), for inactives: at the highest dose activity change, negative = inhibition, hits mostly inhibitors; 1.4% of 74,000 active; also: potency is read from the fitted curve at half-maximal effect; % is scaled to controls: 0 for no effect and ±100 for the full control effect; nearly all actives have a fitted effect of over 55% in size
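Purified human 15hLO-1 (40 nM) in 25 mM Hepes pH 7.5, 0.01% Triton X-100, preincubated 15 min RT with compound, then 50 uM arachidonic acid for 6 min. Hydroperoxide read by ferrous/xylenol orange, 30 min; 573/405 nm absorbance ratio gave progress.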
Casp1 inh: allosteric or competitive inhibitors of human caspase-1. P29466. Caspase-1 enzyme, Ac-WEHD-AFC fluorogenic rate. Potency, µM (doses to about 57.5 µM), for inactives: at the highest dose activity change, negative = inhibition, actives largely listed as inhibitors. 0.03% of 75,000 active. AID 900;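 also: potency is read from the fitted curve at half-maximal effect; plate controls were vehicle for no effect and no substrate for full effect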
USP2a inh: inhibitors of human ubiquitin-specific protease USP2a; O75604; USP2a enzymatic assay, qHTS inhibition; Potency, µM (doses to about 38.3 µM), for the others: top-dose activity change, negative = inhibition, hits mostly inhibitors; 0.1% of 60,000 active; AID 927;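 also: potency is read from the fitted curve at half-maximal effect; nearly all actives have a fitted effect of over 60% in size; plate controls were DMSO for no effect and NEM full inhibition control for full effect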
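USP2 core (20nM final) preincubated 30 min RT with compound, then Ub-PLA2 20nM and NBD C6-HPC 20uM final added; buffer 20mM Tris-HCl pH 8.0, 2mM CaCl2. Fluorescence Ex 460/Em 535 read at 0 and 2.5 h; normalized to NEM.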
HADH2 inh: blocks human hydroxyacyl-CoA dehydrogenase type II. Q99714. recombinant HADH2, NADH fluorescence, beta-hydroxybutyryl-CoA. Potency, µM (highest dose often 57.1 µM), for inactives: top-dose activity change, negative = inhibition, most hits filed as inhibitors. 3.4% of 73,000 active; also: potency is read from the fitted curve at half-maximal effect; % is scaled to controls: 0 for no effect and ±100 for the full control effect; nearly all actives have a fitted effect of over 60% in size; many of its hits are not listed in these tables
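Activity measured as NADH fluorescence gain (360/450 nm), taken as the change between first and last reads of a 4-min kinetic run. Conditions: pH 9.0 Tris buffer, 20 nM E. coli-expressed His-tagged enzyme, 1 mM NAD+, 90 uM beta-hydroxybutyryl-CoA; 15-min compound preincubation.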
Pol III holo inh: inhibitors of bacterial DNA polymerase III holoenzyme. reconstituted DNA polymerase III holoenzyme replication, biochemical. Potency, µM (doses to about 57.1 µM), for the others: at the top dose activity change, negative = inhibition. AID 603. 0.25% of 71,000 active; also: potency is read from the fitted curve at half-maximal effect; % is scaled to controls: 0 for no effect and ±100 for the full control effect
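Reconstituted *E. coli* holoenzyme (0.35 nM Pol III, 1 nM beta, 154 nM SSB, 2 nM primase) was preincubated with compound for 15 min at RT. Synthesis on 1.4 nM ssM13Gori ran 35 min, then was stopped with PicoGreen/EDTA and read as dsDNA fluorescence.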
Starred values were filed as active, the others as inactive; i = inactive; ? = inconclusive; / = no result given; [ ] = remark or other dose. Unless noted, calls follow the shape of the dose curve; as a rule, active = well fitted curve in the direction sought with a large enough effect; inconclusive = small, poorly fitted or top-dose-only effect, or another doubt; inactive = no such curve, though single readings can be large; an effect the other way counts as inactive or inconclusive. These rows are one share of the data, so the mix of outcomes need not match the whole.

SMILES	Rhodamine fluor	BRCT inh green	BRCT PPI red	Tau fil binding	HEK293 cAMP cs	Casp7 inh	15-hLO inh	Casp1 inh	USP2a inh	HADH2 inh	Pol III holo inh
COc1ccc(N2CC(C)Cn3c2nc2c3c(=O)n(CCc3ccccc3)c(=O)n2C)cc1 (stereo not drawn)	i	1.4%	-1.7%	-12%	4%	-1%	14%	2%	-3%	16%	-1%
CC(C)NC(=O)CSc1nc2ccccc2n1CC(=O)N1CCc2ccccc21	i	-1.2%	-0.2%	5%	16%	-1%	-28%	1%	19%	16%	0%
Cn1cccc1Cc1nnc(SCC(=O)NC2CCCC2)n1CCc1ccccc1	/	-0.9%	-1.1%	13%	5%	-2%	?	-3%	/	-6%	-3%
COC(=O)N1[C@H](Cc2ccccc2)C=C[C@]1(C)C(=O)O	/	0.1%	0.5%	-4%	24%	-3%	-15%	0%	/	-12%	1%
CCOC(=O)c1cnc2sc3c(n2c1=O)CCCC3	i	2.4%	1.0%	-1%	15%	-9%	12%	-13%	25%	i	-7%
c1ccc(SCCc2ccncc2)cc1	i	-0.6%[15.4 µM]	-0.4%[15.4 µM]	-6%[11.4 µM]	4%[11.4 µM]	-1%[11.5 µM]	4%[11.4 µM]	-6%[11.5 µM]	/	3%[11.4 µM]	-2%[11.4 µM]
Nn1c(SCC(=O)Nc2ccc3c(c2)OCCO3)nnc1-c1ccccn1	i	-0.8%	0.2%	12%	9%	-1%	5%	1%	5%	15%	-6%
Cn1c(=O)[nH]c(=O)c2c1ncn2CCCc1ccccc1	i	-1.6%	-1.3%	-10%	0%	0%	2%	2%	11%	5%	-3%
CCCn1c(O)c(CN2CCCCC2)c(C)c(C#N)c1=O	i	-1.9%	-0.7%	46%	?	-14%	-22%	?	/	-22%	-5%
COc1ccc(CNc2ccc(S(N)(=O)=O)cc2)c(OC)c1OC	i	-0.4%	0.8%	6%	10%	-1%	4%	0%	1%	10%	-3%
COCCNc1nc(-c2ccccc2C)nc2ccccc12	i	2.0%	-1.0%	-7%	10%	-1%	-13%	1%	-9%	12%	3%
COc1ccc(CNC(=O)CSc2nnnn2Cc2ccccc2)cc1	i	-2.7%	-0.5%	-1%	16%	-2%	5%	-1%	27%	-3%	-2%
CCOC(=O)N1CCN(C(=O)c2cc3sccc3n2C)CC1	/	-2.2%	0.5%	/	14%	-1%	-2%	1%	/	0%	/
CCCCn1c(-c2ccccc2)nnc1-c1ccccc1	i	0.6%	-1.1%	3%	?	-5%	-3%	-2%	7%	-8%	-3%
O=C(c1cc2ccccn2n1)N1CCN(c2cccc(C(F)(F)F)c2)CC1	i	-0.1%	1.6%	12%	?	-2%	0%	-2%	4%	12%	1%

In the list so far, these contain an aryl methoxy group:
SMILES	Rhodamine fluor	BRCT inh green	BRCT PPI red	Tau fil binding	HEK293 cAMP cs	Casp7 inh	15-hLO inh	Casp1 inh	USP2a inh	HADH2 inh	Pol III holo inh
COc1ccc(N2CC(C)Cn3c2nc2c3c(=O)n(CCc3ccccc3)c(=O)n2C)cc1 (stereo not drawn)	i	1.4%	-1.7%	-12%	4%	-1%	14%	2%	-3%	16%	-1%
COc1ccc(CNc2ccc(S(N)(=O)=O)cc2)c(OC)c1OC	i	-0.4%	0.8%	6%	10%	-1%	4%	0%	1%	10%	-3%
COc1ccc(CNC(=O)CSc2nnnn2Cc2ccccc2)cc1	i	-2.7%	-0.5%	-1%	16%	-2%	5%	-1%	27%	-3%	-2%

The list goes on:
SMILES	Rhodamine fluor	BRCT inh green	BRCT PPI red	Tau fil binding	HEK293 cAMP cs	Casp7 inh	15-hLO inh	Casp1 inh	USP2a inh	HADH2 inh	Pol III holo inh
CCS(=O)(=O)N1CCC(C(=O)NCc2ccc(F)cc2)CC1	i	-0.7%	1.3%	8%	6%	0%	0%	-1%	-5%	-20%	-7%
O=c1[nH]c2cc3c(cc2cc1C(c1nnnn1Cc1ccccc1)N1CCCc2ccccc21)OCO3 (stereo not drawn)	i	2.2%	1.8%	-4%	7%	-5%	?	-9%	-23%	21%	-5%
Cc1ccc(S(=O)(=O)NC2=NCN(C3CCN(Cc4ccccc4)CC3)CN2)cc1	i	-1.0%	-0.9%	6%	8%	-1%	2%	4%	0%	2%	0%
CCCCN=C(C)c1c(O)c2ccccc2oc1=O	/	-0.9%	-0.5%	12%	7%	0%	3%	2%	/	-11%	-12%
O=C(c1ccccc1)c1nc[nH]c1C(=O)Nc1ccccc1	i	-0.7%	1.1%	?	-8%	-3%	-16%	-5%	17%	-10%	-8%
C=CCn1c(SCc2nc3ccccc3[nH]2)nnc1-c1ccncc1	i	2.2%	0.9%	-17%	-4%	-2%	33%[activator]	-6%	31%[activator]	5%	-7%
O=C(Nc1cccc2nsnc12)C1CC(=O)N(c2ccccc2)C1 (stereo not drawn)	i	-5.2%	-4.4%	20µM*	4%	-2%	-22%	0%	47%[activator]	-29%	-6%
O=C(COC(=O)Cn1cnc2ccccc21)NCCc1ccccc1	i	-1.2%	0.0%	-8%	-1%	0%	-3%	0%	-8%	0%	-5%
CCN(CC)c1cccc(OCC(=O)N(C)CCC#N)c1	i	18%	1.2%	-21%	-7%	-5%	-8%	-3%	10%	26%	2%
CCCS(=O)(=O)N1CCN(c2ccccc2F)CC1	i	-0.6%	-2.2%	-4%	10%	-1%	0%	1%	-1%	-5%	1%
COc1cc(-c2nnn(CC#N)n2)ccc1OCc1ccccc1	i	-0.9%	-0.9%	23%	?	-2%	1%	-3%	-3%	-13%	4%
COc1ccc(-c2cc(-n3c(C(F)(F)F)nc4ccccc43)n(CCC#N)n2)cc1	i	4.6%	0.1%	-1%	?	-2%	1%	-5%	21%	28%	2%
Cc1ccc(NC(=O)c2cc(C)on2)cc1	i	-1.6%	0.3%	-4%	-4%	-1%	6%	1%	9%	-5%	-3%
CCOC(=O)C1CCN(c2ncnc3c2[nH]c2cccc(OC)c23)CC1	i	-4.7%	-1.0%	18%	-9%	0%	-16%	-3%	33%[activator]	32µM*	-6%
CCOC(=O)CCN1C(=O)[C@H]2[C@H]3[C@H](O)[C@H](O)C/C(=N/O[C@@H]4O[C@@H](COC(C)=O)[C@@H](OC(C)=O)[C@@H](OC(C)=O)[C@H]4OC(C)=O)[C@@H]3CC[C@@H]2C1=O	/	-1.6%[15.4 µM]	-4.2%[15.4 µM]	/	4%[11.4 µM]	-6%[11.5 µM]	-3%[11.4 µM]	0%[11.5 µM]	/	21%[11.4 µM]	/
COC(=O)CS	/	-0.8%	-2.3%	6%	-21%	-4%	-5%	-4%	/	?	4%
N#Cc1ccc(CN2CCCC3(CCN(C(=O)c4ccncc4)CC3)C2)cc1	i	-1.5%	1.4%	-2%	-5%	-2%	1%	-1%	15%	-4%	-1%
CCOC(=O)Nc1ccc2c(CN3CCN(S(=O)(=O)c4ccccc4)CC3)cc(=O)oc2c1	i	1.2%	1.3%	-3%	-10%	-2%	2%	2%	33%[activator]	-8%	-5%
COc1ccc(C)cc1NC(=O)C1CC(=O)N(Cc2ccco2)C1 (stereo not drawn)	i	-7.8%	-0.8%	8%	-2%	-3%	3%	-1%	3%	2%	-2%
Cc1noc(C)c1S(=O)(=O)N1CCC(C(=O)Nc2ccccn2)CC1	i	-1.6%	-0.4%	2%	6%	-1%	-3%	-3%	4%	-2%	-2%
O=C(CN1CCN(c2ccccc2F)CC1)c1ccc2c(c1)OCO2	/	-2.1%	-0.4%	/	6%	-2%	-13%	-5%	/	-6%	/
CCOC(=O)c1c(NC(N)=O)sc(C)c1C	i	-0.3%	-0.3%	-15%	1%	0%	-9%	0%	5%	-3%	-8%
COC(=O)C1C(O)=C(C(C)=N)C(=O)CC1(C)C (stereo not drawn)	/	-1.3%	-0.2%	0%	0%	1%	7%	-1%	-2%	5%	-1%
Cc1cccc(OCc2nnc3n2CCCCC3)c1	i	-3.4%	-0.1%	-2%	1%	0%	16%	5%	1%	8%	0%
CN1CCN(CC(=O)Nc2sc3c(c2C#N)CCC(C(C)(C)C)C3)CC1 (stereo not drawn)	i	-1.4%	-0.1%	5%	16%	1%	6%	0%	19%	10%	-1%
COc1ccc(NC(=O)CN2CCN(c3ccc(F)cc3)CC2)cc1Cl	i	-1.5%	-1.3%	-4%	?	-2%	-20%	-1%	-6%	0%	0%
CCOC(=O)c1c(NC(=O)COC)sc(C(C)=O)c1C	i	0.1%	-2.1%	9%	21%	-1%	-5%	1%	28%	-9%	-4%
O=C(c1nc2ccccc2s1)N1CCSCC1	i	1.2%	-1.9%	-8%	8%	0%	1%	0%	-1%	-9%	-2%
